Rab7 wt GTP bind: alters GTP binding to wildtype dog Rab7; 190,000 tested, 0.055% active; GST-Rab7 beads, fluorescent GTP binding, flow cytometry; actives lie on both sides; untreated = 100%, excess cold GTP = 0%; GTP binding activity (percent of control), % at 10 µM;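 active = fluorescent GTP binding to Rab7 beads changed by at least 20 points from the 100% baseline, either direction, mostly lower; inconclusive = compound itself probably fluorescent, or too few beads counted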;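 also: median green fluorescence of bound Bodipy-FL-GTP per Rab7 bead population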
Rab2A wt mod: changes GTP binding to wildtype dog Rab2A, up or down; GST-Rab2 wt beads, Bodipy-GTP binding, flow cytometry; GTP binding activity, % at 10 µM; AID 760; P61105; 190,000 tested, 0.19% active;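 active = GTP binding activity at least 20 points away from 100%, either lowered or raised; inconclusive = signal likely due to the compound's own green fluorescence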;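 also: 0% = beads with excess unlabeled GTP and 100% = no-compound control corrected for plate trend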
Bim-Bcl-2: human Bim-Bcl-2 interaction inhibition. AID 950. 190,000 tested, 0.06% active. P10415. Bead-based flow cytometry, Bim peptide-Bcl-2 binding. inhibition, % at 10 µM; in the data active = inhibition above about 40%; inconclusive = no clear call, values can overlap the other calls;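 also: 0% = no compound wells with probe peptide and 100% = reference peptide inhibitor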
Target sequence (P10415 whole entry, looked up): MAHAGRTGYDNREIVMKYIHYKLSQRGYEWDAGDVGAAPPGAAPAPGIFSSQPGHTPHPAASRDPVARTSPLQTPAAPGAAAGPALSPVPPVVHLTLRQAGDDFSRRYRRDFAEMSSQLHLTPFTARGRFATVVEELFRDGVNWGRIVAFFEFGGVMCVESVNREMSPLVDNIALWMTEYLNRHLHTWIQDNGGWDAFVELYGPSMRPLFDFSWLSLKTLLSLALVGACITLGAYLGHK
Rac1 mut GTP: alters GTP binding to activated mutant human Rac1; P63000; 190,000 tested, 0.11% active; GST-Rac1 activated beads, fluorescent GTP binding, flow cytometry; actives lie on both sides; 100% means binding = to untreated wells; percent activity (GTP binding), % at 10 µM;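 active = GTP binding at least 20 percentage points away from the 100% baseline, in either direction, so actives lie on both sides; inconclusive = Compound likely fluorescent itself, or too few beads counted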
Rac1 wt GTP bind: alters GTP binding to wildtype human Rac1. P63000. GTP binding activity (% of control), % at 10 µM. 190,000 tested, 0.27% active. GST-Rac1 beads, fluorescent GTP binding, flow cytometry; actives lie on both sides; 0 = cold GTP competed, 100 = untreated. AID 757;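 active = GTP binding activity at least 20 points away from the 100% control level, either lower or higher; inconclusive = compound flagged as likely green fluorescent, judged across all proteins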
Bim-Bcl-W: disrupts Bim peptide binding to human Bcl-W. Q92843. bead-based flow cytometry. inhibition, % at 10 µM. 190,000 tested, 0.02% active;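 also: 0% = bound tracer without compound and 100% = peptide blocker; higher means less fluorescent Bim peptide bound to Bcl-W beads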
Target sequence (Q92843 whole entry, looked up): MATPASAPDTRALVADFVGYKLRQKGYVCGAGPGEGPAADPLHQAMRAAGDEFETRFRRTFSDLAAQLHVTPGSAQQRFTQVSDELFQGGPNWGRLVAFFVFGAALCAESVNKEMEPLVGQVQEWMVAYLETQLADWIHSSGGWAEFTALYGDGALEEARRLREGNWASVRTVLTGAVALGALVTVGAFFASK
Bim-Bcl-XL: inhibitors of Bim-Bcl-XL interaction, human; Q07817; Bim peptide-Bcl-XL binding, bead flow cytometry, fluorescence; inhibition, % at 10 µM; 190,000 tested, 0.04% active
HRas wt GTP bind: modulators of GTP binding to human HRas wildtype. GST-Ras wt beads, Bodipy-FL-GTP binding, flow cytometry; actives lie on both sides. 190,000 tested, 0.14% active. P01112. GTP binding activity, % at 10 µM. AID 759;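 active = GTP binding activity at least 20% away from the 100% baseline, either lowered as inhibitor or raised as activator; inconclusive = flagged as likely green fluorescent, judged across all proteins in the well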;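 also: 0% = unlabeled GTP competition control and 100% = no-compound control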
Bim-Bcl-B: inhibitors of Bim-Bcl-B interaction, human; bead-based flow cytometry, Bim peptide-Bcl-B binding; inhibition, % at 10 µM; AID 951; Q9HD36; 190,000 tested, 0.073% active;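 also: 0% = tracer peptide without compound and 100% = reference inhibitor peptide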
Target sequence (Q9HD36 whole entry, looked up): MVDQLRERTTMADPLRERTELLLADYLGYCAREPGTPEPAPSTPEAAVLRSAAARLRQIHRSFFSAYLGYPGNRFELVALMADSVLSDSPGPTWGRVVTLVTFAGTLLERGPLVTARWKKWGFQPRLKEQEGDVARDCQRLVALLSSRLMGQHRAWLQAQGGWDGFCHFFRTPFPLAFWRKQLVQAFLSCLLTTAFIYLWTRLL
Bim-Bfl-1: human Bim-Bfl-1 interaction inhibition; Bead-based flow cytometry, Bim-Bfl-1 binding inhibition; inhibition, % at 10 µM; 190,000 tested, 0.12% active; AID 1008;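 also: 0% = wells without compound plus tracer and 100% = blocker peptide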
Cdc42 wt GTP: human Cdc42 wildtype GTP binding change, either direction | GST-Cdc42 beads, Bodipy-GTP binding, flow cytometry; actives lie on both sides | AID 761 | percent activity (GTP binding), % at 10 µM | P60953 | 190,000 tested, 0.2% active;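 active = percent activity GTP binding at least 20 points away from the 100% baseline, either down as inhibitor or up as activator; inconclusive = compound flagged as likely green fluorescent from well-wide comparison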;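 also: median bead fluorescence of bound Bodipy-FL-GTP at 100 nM; 0% = excess unlabeled GTP control and 100% = no compound control; below 100% means less GTP binding so inhibitor and above means activator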
Target sequence (P60953 whole entry, looked up): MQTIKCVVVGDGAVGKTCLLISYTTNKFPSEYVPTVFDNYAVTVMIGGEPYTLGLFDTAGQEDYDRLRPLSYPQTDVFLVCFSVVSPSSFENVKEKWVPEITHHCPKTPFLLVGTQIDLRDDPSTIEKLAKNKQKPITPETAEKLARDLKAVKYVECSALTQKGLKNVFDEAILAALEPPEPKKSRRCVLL
* hit, by the source's call; u = inconclusive; x = no result given. Rule as the data show it, unless noted: active = inhibition above about 40%.

SMILES | Bim-Bcl-XL | Rab2A wt mod | Bim-Bcl-W | Bim-Bcl-B | Bim-Bcl-2 | HRas wt GTP bind | Rac1 wt GTP bind | Bim-Bfl-1 | Cdc42 wt GTP | Rab7 wt GTP bind | Rac1 mut GTP
COc1cc2c(cc1/C=C/[N+](=O)[O-])OCO2 | 1 | 100 | 6 | -2 | 4 | 99 | 99 | 12 | 98 | 102 | 94
CCc1ccc(-n2c(O)c(/C=N/N3CCCCC3c3cccnc3)c(=O)[nH]c2=O)cc1 (stereo unspecified) | 0 | 95 | 0 | -2 | -1 | 96 | 96 | -15 | 99 | 97 | 95
COc1ccccc1N1CCN(Cc2ccc(Br)s2)CC1 | -8 | 97 | -1 | -6 | -8 | 99 | 95 | -12 | 100 | 96 | 98
CC(=O)N1CCN(c2ccc([N+](=O)[O-])cc2C=C2C(=O)NC(=O)NC2=O)CC1 | -6 | 98 | -2 | -5 | -7 | 97 | 99 | -3 | 95 | 98 | 97
COC(=O)C1=Nc2ccccc2/C1=C\c1c(O)n(-c2cc(OC)ccc2OC)c(=O)[nH]c1=O | -5 | 95 | -4 | -2 | 9 | 95 | 99 | 7 | 95 | 93 | 96
Cc1ccc2ccccc2c1NC(=O)CNC1CCCCC1 | -5 | 108 | -6 | -1 | -1 | 110 | 112 | -1 | 112 | 108 | 106
Cc1ccc(NC(=S)NCCc2cnc[nH]2)cc1C | -4 | 97 | -2 | -10 | 0 | 94 | 99 | -5 | 100 | 95 | 95
COP(=O)(OC)C(NC(C)=O)C(Cl)(Cl)Cl (stereo unspecified) | -3 | 98 | 0 | -4 | -1 | 97 | 102 | -5 | 97 | 99 | 95
COc1ccc(OCC(=O)N2CCN(C(C)C)CC2)cc1 | -2 | 101 | -4 | -1 | -2 | 105 | 109 | -4 | 103 | 103 | 101
CCN1CCN(C(=O)COc2ccc(S(=O)(=O)N(C)Cc3ccccc3)cc2)CC1 | -3 | 101 | 2 | -6 | -7 | 102 | 113 | -10 | 105 | 102 | 100
CC[n+]1c(/C=C/N(C)c2ccccc2)sc2ccc(Cl)cc21 | -4 | 101 | -4 | -6 | -1 | 103 | 106 | -2 | 106 | 98 | 101
CN1CCN(c2ccc(N)c(N3CCN(C)CC3)c2)CC1 | -2 | 100 | 1 | -6 | -10 | 99 | 102 | -8 | 98 | 101 | 98
Cc1cc(OCC(=O)NC2CCS(=O)(=O)C2)c2c3c(c(=O)oc2c1)CCC3 (stereo unspecified) | 0 | 95 | 3 | 3 | 0 | 95 | 94 | 0 | 95 | 95 | 92
COc1cc(OC)c(OC)cc1CNC(C)C(O)c1ccccc1 (stereo unspecified) | 4 | 98 | 4 | -4 | -9 | 100 | 106 | -9 | 99 | 101 | 96
CSc1nnc([C@@H](N)Cc2c[nH]c3ccccc23)o1 | -6 | u | -6 | -5 | -2 | u | u | -9 | u | u | u
O=C1C2CCN(CC2)C1Cc1ccc(OCc2ccccc2)cc1 (stereo unspecified) | -2 | 96 | 1 | 0 | 0 | 94 | 97 | -5 | 96 | 98 | 97
CCCCn1c(O)c(/C=C/C=Nc2ccccc2)c(=O)[nH]c1=O | -6 | 102 | -2 | -8 | -1 | 103 | 105 | 0 | 104 | 102 | 100
Cc1ccc(OCC(=O)NCCN2CCN(C(=O)COc3ccc(C)cc3)CC2)cc1 | -7 | 102 | -3 | -10 | -9 | 103 | 107 | -13 | 105 | 101 | 100
Fc1ccc(CNCCc2ccccc2)cc1 | -4 | 100 | -4 | -6 | -5 | 99 | 99 | -15 | 99 | 106 | 94
COc1ccccc1OCCCn1cc(C=O)c2ccccc21 | 0 | 102 | 0 | -2 | -2 | 104 | 106 | -4 | 108 | 109 | 100
COc1ccccc1N1CCN(Cc2ccc(Cl)cc2Cl)CC1 | -15 | 98 | 3 | -3 | -6 | 99 | 101 | -5 | 101 | 101 | 96
CN1CCN(C(=O)COc2ccc(Oc3ccccc3)cc2)CC1 | -5 | u | -3 | -7 | -3 | u | u | -10 | u | u | u
C[N+](C)(C)CC(=O)Nc1ccc(Cl)cc1C(=O)c1ccccc1 | 0 | 99 | 3 | -3 | -2 | 97 | 103 | -3 | 100 | 96 | 94
CCC(C)c1ccc(N2C(=O)NC(=O)/C(=C/c3cccn3CCOc3ccc(C)cc3)C2=O)cc1 (stereo unspecified) | 0 | 95 | 2 | -4 | -3 | 93 | 95 | -8 | 98 | 93 | 93
CC(O)(CS(=O)(=O)c1cccc(C(F)(F)F)c1)C(=O)Nc1cccc(C(F)(F)F)c1 (stereo unspecified) | -4 | 99 | 1 | -10 | -8 | 101 | 104 | -13 | 100 | 102 | 96
CN1CC[C@]2(c3cccc(O)c3)Cc3nc4ccccc4cc3C[C@H]2C1 | -2 | x | -2 | 0 | -3 | x | x | -1 | x | x | x
CCCCn1c(O)c(C(C)=NCCN2CCOCC2)c(=O)[nH]c1=O | -5 | 102 | 0 | -10 | -6 | 101 | 105 | -10 | 100 | 101 | 100
Cc1cc(NC(=O)CCl)on1 | 0 | 97 | 1 | -3 | 0 | 98 | 97 | -5 | 100 | 96 | 97
COc1cccc(C2(O)CCSCC2CN(C)C)c1 (stereo unspecified) | -8 | 98 | -2 | -2 | -2 | 98 | 98 | -3 | 95 | 99 | 99
O=C(c1cccc(Cl)c1)C1CCCN(Cc2ccon2)C1 (stereo unspecified) | 0 | 104 | 0 | 0 | 0 | 106 | 104 | -5 | 101 | 111 | 97
c1ccc2c(CCNCc3ccc4c(c3)OCO4)c[nH]c2c1 | 6 | 92 | 0 | 0 | 0 | 95 | 96 | 4 | 91 | 96 | 93
CCOP(=O)(OCC)C1(O)C(=O)Nc2ccc(Br)cc21 (stereo unspecified) | -3 | 100 | -2 | -7 | -2 | 101 | 104 | 0 | 104 | 99 | 101
CCN(CCNc1ccc([N+](=O)[O-])c2cccnc12)S(=O)(=O)c1ccccc1 | -5 | 99 | -6 | -9 | -5 | 99 | 104 | -9 | 103 | 100 | 98
CCOP(=O)(OCC)C(c1ccccc1)N(C)C=O (stereo unspecified) | 4 | 93 | -5 | -2 | -3 | 95 | 94 | -3 | 99 | 94 | 93
CC(=O)O[C@]1(c2ccccc2)CCN(C)[C@H]2CCCC[C@@H]21 | -6 | 99 | -3 | -3 | 12 | 99 | 103 | -1 | 100 | 97 | 96
O=c1[nH]c(=S)n(CCC2=CCCCC2)c(O)c1C=NC1CCN(Cc2ccccc2)CC1 | -1 | 96 | -2 | 0 | 2 | 95 | 97 | 0 | 93 | 93 | 94
CCCCSC1=NN1c1nc(N)nc(C)c1CC | 2 | 98 | 2 | -6 | -7 | 102 | 101 | -7 | 102 | 97 | 99
COc1ccc(C(CNC(=O)Cc2ccc(Cl)c(Cl)c2)N(C)C)cc1 (stereo unspecified) | 6 | 97 | 11 | -2 | -1 | 97 | 93 | 9 | 92 | 99 | 94
CN1CCN(CC(=O)Nc2ccc([N+](=O)[O-])cc2C(=O)c2ccccc2)CC1 | -2 | 107 | -3 | -4 | -3 | 103 | 98 | -7 | 112 | 98 | 92
CCCCC1(CCCC)C(=O)NC(=Nc2cccc(C)c2)NC1=O | 0 | 98 | 2 | 0 | 2 | 100 | 101 | 1 | 101 | 100 | 98
CCN(CC)CCN=Cc1c(O)n(C2CCCCCC2)c(=O)[nH]c1=O | -5 | 103 | 1 | -5 | -9 | 104 | 107 | -12 | 105 | 104 | 99
CN(CCCCC(=O)/C=N/O)Cc1ccccc1 (tested in a mixture with another compound) | -1 | 100 | -2 | -9 | -11 | 102 | 104 | -9 | 104 | 99 | 99
CCOc1cc(C=C2C(=O)NC(=O)NC2=O)ccc1OCC(=O)N1CCOCC1 | 1 | 99 | 2 | 5 | 9 | 99 | 101 | 14 | 97 | 93 | 98
O=C(O)[C@@H]1C[C@H]1[C@@H](NP(=O)(c1ccccc1)c1ccccc1)c1ccccc1 | 0 | 100 | -3 | -4 | 3 | 99 | 100 | -1 | 102 | 97 | 96
O=C1C2CCCN2C(c2cccnc2)N1c1ccc(Cl)cc1 (stereo unspecified) | -2 | 101 | -2 | -3 | 4 | 102 | 101 | -13 | 103 | 100 | 100
CC(=NCCN1CCCCC1)c1c(O)n(Cc2ccccc2)c(=O)[nH]c1=O | -1 | 98 | 2 | -1 | -6 | 101 | 102 | -9 | 105 | 98 | 99
O=c1[nH]c(O)c(N=Nc2ccc([N+](=O)[O-])cc2)c(=O)[nH]1 | 1 | 93 | 1 | 2 | 0 | 91 | 95 | 0 | 95 | 94 | 93
O=C1NCN(c2ccccc2)C12CCNCC2 | -3 | 103 | 3 | -5 | -2 | 102 | 107 | -10 | 106 | 100 | 104
CCCCCCCCCOc1ccc2[nH]cc(CCN)c2c1 | 3 | x | 1 | 3 | 5 | x | x | 2 | x | x | x
Cc1cc(C)cc(N2C(=O)NC(=O)/C(=C\c3cccn3-c3ccccc3)C2=O)c1 | -4 | 96 | -4 | -7 | -2 | 97 | 97 | -12 | 96 | 94 | 94
C[C@]12CC[C@@H](O)C[C@@H]1CC[C@@H]1[C@@H]2CC[C@]2(C)[C@@H](O)CC[C@@H]12 | -2 | 103 | -1 | -8 | 3 | 102 | 105 | -2 | 105 | 99 | 102
CCC1(CC)C(=O)N(Cc2ccccc2)C(=O)N(Cc2ccccc2)C1=O | -4 | 99 | -4 | -8 | -6 | 99 | 99 | -19 | 98 | 101 | 97
Cc1ccc(NC(=O)CN2C(=O)CN=C(c3ccccc3)c3cc(Cl)ccc32)cc1 | -7 | 101 | -1 | -8 | -8 | 100 | 104 | -12 | 100 | 97 | 97
C/C(=N\NC(N)=O)c1c(O)n(C)c(=O)n(C)c1=O | -1 | 102 | -1 | -4 | -1 | 100 | 99 | -3 | 98 | 99 | 98
CCCCc1nc2ccccc2c(=O)n1-c1ccccc1O | 1 | 101 | 4 | 0 | 4 | 101 | 101 | 0 | 101 | 101 | 97
O=C(c1sc2ccccc2c1Cl)N1CCC2(CC1)OCCO2 | -1 | 102 | 0 | -7 | -7 | 103 | 108 | -7 | 102 | 101 | 101
Cc1cc(/C=C2\C(=O)NC(=O)N(c3ccc(Br)cc3)C2=O)c(C)n1C | -1 | 94 | 0 | 0 | -2 | 96 | 95 | -4 | 92 | 96 | 92

This is a subset; rates above refer to the full screens.
